Screens deposited in PubChem BioAssay by several laboratories.
Vif inh = HIV Vif inhibition | HEK293T cells, Vif self-association by quenched fluorescence, imaging, 24 h | inhibition, % at 7.49 µM | 340,000 compounds, 0.35% hits; in the data active = inhibition above about 50%, passing the limit was not always enough; also: some results filed as inactive read as strong as hits
Exocytosis inh = lytic granule exocytosis inhibition | TALL-104 LAMP-1 surface exposure, flow cytometry; cells stimulated with thapsigargin and PMA | inhibition, % at 10 µM | 360,000 compounds, 0.66% hits | AID 651702;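 active = inhibition above about 55%, limit read from the data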
HIF-2a block = inhibitors of HIF-2a. inhibition, % at 18.8 µM. 786-0 RCC cells HIF-2a reporter, luciferase luminescence, overnight. 360,000 compounds, 0.72% hits. AID 624352;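 active = inhibition of the luminescence signal of 40% or more relative to plate controls, in a single-dose primary screen at 18.75 µM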
hiPSC survival = increases survival of single human iPS cells; hiPSC single-cell survival, ATPlite luminescence; 100% = ROCK inhibitor wells, 0% = DMSO; survival enhancement, % at 20 µM; 360,000 compounds, 0.044% hits; AID 602274; in the data active = survival enhancement above about 18%;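 also: cells exposed to compounds for 16 hours before the ATP read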
aDG glyco act = increases alpha dystroglycan glycosylation; Pro5-aDG cells, alpha-DG glycosylation AlphaScreen (IIH6); 0% Pro5, 100% B10-LARGE cell signal; activation, % at 10 µM; 360,000 compounds, 0.22% hits; AID 624168;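 active = activation of at least 8% versus controls, or a plate z-score of at least 8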;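 also: Pro5 are CHO cells carrying HIG-tagged alpha-DG that lacks glycosylation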
PDI turbidity = inhibitors of human protein disulfide isomerase | PDI insulin aggregation turbidity, A650, 90 min | inhibition, % at 10 µM | 350,000 compounds, 0.052% hits | AID 588391;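 active = mean inhibition across replicates of 30% or more, whatever share of single replicates reach that level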;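 also: absorbance from insulin aggregation driven by PDI reduction with DTT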
NR2E3 ag-1 = human photoreceptor-specific nuclear receptor agonism | Q9Y5X4 | CHO-S Gal4-NCOR/VP16-NR2E3 two-hybrid, luciferase | inhibition of corepressor binding, % at 3.98 µM | 360,000 compounds, 0.35% hits | AID 602229;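 active = inhibition above the mean of all tested compounds plus 3 SD, cut at about 70% in these data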;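 also: 0% = DMSO with NR2E3 transfected cells and 100% = cells lacking NR2E3 construct; higher means lower luciferase signal from less NR2E3 corepressor binding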
Target sequence (Q9Y5X4 whole entry, looked up, the tested form may be a part): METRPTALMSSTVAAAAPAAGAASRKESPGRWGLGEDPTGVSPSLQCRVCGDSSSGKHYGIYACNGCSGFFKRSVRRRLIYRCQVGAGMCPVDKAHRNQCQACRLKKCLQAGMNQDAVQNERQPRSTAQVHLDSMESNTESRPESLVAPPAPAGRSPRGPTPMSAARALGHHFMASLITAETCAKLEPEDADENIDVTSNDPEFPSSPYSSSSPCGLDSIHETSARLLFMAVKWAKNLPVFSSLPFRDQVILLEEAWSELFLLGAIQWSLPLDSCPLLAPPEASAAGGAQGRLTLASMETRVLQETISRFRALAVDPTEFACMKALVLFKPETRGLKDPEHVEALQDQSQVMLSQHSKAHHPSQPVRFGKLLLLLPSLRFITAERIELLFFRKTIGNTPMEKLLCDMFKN
CaV13 FRET inh = Primary screen for inhibitors of IQ motif and Ca2+-dependent inactivation inhibitor domain binding in CACNA1D, Förster resonance energy transfer in living cells, …; inhibition, % at 12.3 µM; HEK cells, CFP/YFP FRET ICDI-IQ, plate reader, 10 min; percent FRET-ratio fall versus neutral wells; AID 743397; 340,000 compounds, 0.098% hits;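 active = mean replicate inhibition of at least 30% and at least 1% of replicates passing that level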;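 also: 0% = median of the neutral control wells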
TRPM1 prom inh = MITF TRPM1 promoter inhibition in SK-MEL-5 cells; SK-MEL-5 TRPM1 promoter luciferase, 24 h; inhibition, % at 12.5 µM; 330,000 compounds, 0.83% hits; AID 488899;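 active = mean inhibition across replicates of 60% or more, whatever share of single replicates reaches that level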; also: values of inactives mirror those of a sister screen read the other way
Peg3 prom inh = reduces Peg3 promoter-driven luciferase expression in HeLa; HeLa PEG-Prom luciferase reporter, luminescence, overnight; inhibition, % at 20 µM; 360,000 compounds, 1.7% hits; AID 588405;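 active = inhibition of at least 50% at 20 µM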
NR2E3 ag-2 = agonists of human nuclear receptor NR2E3 | GST-NR2E3/biotin-RetCOR TR-FRET, 1536-well | AID 2300 | inhibition of corepressor binding, % at 4.78 µM | Q9Y5X4 | 320,000 compounds, 0.12% hits;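 active = percent inhibition above the cutoff of mean plus 3 SD of all tested compounds, set per screening campaign, cut at about 20% in these data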;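 also: 0% = DMSO wells and 100% = biotin wells as full block of FRET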
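System: GST-NR2E3 and biotin-RetCOR proteins; probe or stimulus: 7 nM biotin-RetCOR; doses: compound at 4.8 µM, single dose; schedule: Compound–protein incubation for 5 h at 4 °C; detection: time-resolved FRET; read-out: percent inhibition; controls: biotin wells as high control, 0.6% DMSO wells as low control; format: 1536-well plates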
An asterisk follows results filed as active; · = not tested or not shown.

#	canonical_smiles	TRPM1 prom inh	PDI turbidity	hiPSC survival	CaV13 FRET inh	NR2E3 ag-1	Exocytosis inh	Peg3 prom inh	Vif inh	HIF-2a block	NR2E3 ag-2	aDG glyco act
1	Cc1cc(C(=O)N2CCC(C(=O)O)CC2)c(C(F)(F)F)o1	3	3	-0.5	-16	0	0	-8	24	12	-4	0.0
2	O=C(CCSc1nc(-c2ccco2)cc(C(F)(F)F)n1)NCC1CCCO1 (stereo unspecified)	3	-3	-0.3	·	3	1	21	10	-2	1	0.1
3	C=CCNC(=O)C(C#N)c1nc2ccccc2nc1N1CCN(Cc2ccccc2)CC1 (stereo unspecified)	-7	2	4.6	·	22	-4	-4	46	9	4	0.0
4	CCOc1cc(/C=N/NC(=O)c2cccnc2)ccc1OCC(=O)N1CCOCC1	1	16	0.6	-5	19	2	10	2	18	0	-0.1
5	Clc1ccccc1CSc1ncccn1	-14	-6	-1.3	-7	-2	-2	-30	2	-54	3	-0.5
6	COc1ccc(CCNC(=O)CC2SC(N)=NC2=O)cc1OC (stereo unspecified)	-13	-7	-2.0	-4	7	0	2	0	18	4	0.1
7	COc1ccc(NC(=O)CN(C)C(=O)Cc2coc3cc(C)c(C)cc23)cc1	-5	-2	0.5	-6	5	5	4	6	3	1	-0.3
8	O=C(CNC(=O)c1cccs1)Nc1ccc2c(c1)OCCO2	-45	-4	-0.4	-6	-73	-3	-152	-5	-49	2	-0.2
9	N#Cc1ccc(-c2nc3ccc(Br)cn3c2Cc2cccc(Cl)c2)cc1	·	·	2.0	-5	-42	-6	-106	·	-156	·	-0.1
10	COC(=O)C1=C(N)OC2=C(C(=O)CC(C)(C)C2)C1c1ccccc1OC (stereo unspecified)	3	-5	-0.7	-1	-5	-8	13	5	1	0	0.6
11	COc1ccc(CNc2oc(-c3cccc4ccccc34)nc2C#N)cc1	3	-5	-2.7	-7	-26	-3	1	-7	-22	1	-0.1
12	O=C(Nc1ccccc1C(=O)Nc1ccccc1)c1ccccc1F	-11	5	-0.3	-4	-2	11	12	·	1	-6	0.0
13	CCN(CC(=O)Nc1ccccc1OC)C(=O)c1cc(-c2ccccc2)nn1-c1ccccc1	7	5	-0.6	-6	19	-5	46	-13	-2	1	0.3
14	CCOC(=O)C1CCN(C(=O)CCCOc2ccccc2)CC1	-45	-6	0.5	·	-18	-1	-179	16	-50	2	-0.2
15	COc1cc(C2NC(=O)NC(c3ccccc3)=C2C(C)=O)ccc1OCC#N (stereo unspecified)	-3	3	0.5	-5	-18	-2	1	3	16	1	0.0

In the list so far, two have a CF3 group.
#	canonical_smiles	TRPM1 prom inh	PDI turbidity	hiPSC survival	CaV13 FRET inh	NR2E3 ag-1	Exocytosis inh	Peg3 prom inh	Vif inh	HIF-2a block	NR2E3 ag-2	aDG glyco act
1	Cc1cc(C(=O)N2CCC(C(=O)O)CC2)c(C(F)(F)F)o1	3	3	-0.5	-16	0	0	-8	24	12	-4	0.0
2	O=C(CCSc1nc(-c2ccco2)cc(C(F)(F)F)n1)NCC1CCCO1 (stereo unspecified)	3	-3	-0.3	·	3	1	21	10	-2	1	0.1

Additional compounds:
#	canonical_smiles	TRPM1 prom inh	PDI turbidity	hiPSC survival	CaV13 FRET inh	NR2E3 ag-1	Exocytosis inh	Peg3 prom inh	Vif inh	HIF-2a block	NR2E3 ag-2	aDG glyco act
16	CCN1CCN(C(=O)c2ccc(C)c(S(=O)(=O)Nc3cccc(C)c3)c2)CC1	20	3	-0.5	·	10	-4	12	-3	12	3	-0.1
17	COc1ccc(-c2csc(-c3cccs3)n2)c(OC)c1	-40	4	0.2	-2	-151	1	-243	6	-203	-2	-0.2
18	S=C1NC[C@H](c2ccccc2)N1CCCCC1CCCCC1	1	0	-4.6	-7	8	6	-2	·	3	-4	1.3
19	O=C(/C=C/Nc1cccc(C(F)(F)F)c1)c1ccc(Oc2ncccn2)cc1	-37	1	-0.1	·	-30	1	-229	-2	-193	0	-0.1
20	Cc1ccc(NC(=O)N2CCCCCC2)cc1	-43	-8	-0.4	-3	-61	3	-214	-5	-186	3	-0.2
21	COc1cccc(C(O)c2nc(-c3ccccc3C)cs2)c1 (stereo unspecified)	·	-2	-0.3	-6	-3	-8	-22	1	-36	·	-0.2
22	O=C(Nc1ccc(-c2nc3ccccc3[nH]2)cc1)c1cccc(N2C(=O)CCC2=O)c1	-10	-2	0.2	-6	-1	-9	-17	-1	-30	1	0.0
23	CCCC(=O)Nc1ccccc1-c1nnc(SC)[nH]c1=O	·	24	2.6	-7	-11	-7	9	3	10	0	0.1

Grouped by structure, the compounds so far containing an aryl methoxy group (8)
#	canonical_smiles	TRPM1 prom inh	PDI turbidity	hiPSC survival	CaV13 FRET inh	NR2E3 ag-1	Exocytosis inh	Peg3 prom inh	Vif inh	HIF-2a block	NR2E3 ag-2	aDG glyco act
6	COc1ccc(CCNC(=O)CC2SC(N)=NC2=O)cc1OC (stereo unspecified)	-13	-7	-2.0	-4	7	0	2	0	18	4	0.1
7	COc1ccc(NC(=O)CN(C)C(=O)Cc2coc3cc(C)c(C)cc23)cc1	-5	-2	0.5	-6	5	5	4	6	3	1	-0.3
10	COC(=O)C1=C(N)OC2=C(C(=O)CC(C)(C)C2)C1c1ccccc1OC (stereo unspecified)	3	-5	-0.7	-1	-5	-8	13	5	1	0	0.6
11	COc1ccc(CNc2oc(-c3cccc4ccccc34)nc2C#N)cc1	3	-5	-2.7	-7	-26	-3	1	-7	-22	1	-0.1
13	CCN(CC(=O)Nc1ccccc1OC)C(=O)c1cc(-c2ccccc2)nn1-c1ccccc1	7	5	-0.6	-6	19	-5	46	-13	-2	1	0.3
15	COc1cc(C2NC(=O)NC(c3ccccc3)=C2C(C)=O)ccc1OCC#N (stereo unspecified)	-3	3	0.5	-5	-18	-2	1	3	16	1	0.0
17	COc1ccc(-c2csc(-c3cccs3)n2)c(OC)c1	-40	4	0.2	-2	-151	1	-243	6	-203	-2	-0.2
21	COc1cccc(C(O)c2nc(-c3ccccc3C)cs2)c1 (stereo unspecified)	·	-2	-0.3	-6	-3	-8	-22	1	-36	·	-0.2
